From PubChem BioAssay
NPR2 activator: GC-B (human) receptor activation; activation, % at 10 µM; HEK293-GC-B cells, CNP EC30, cGMP TR-FRET; 0% at EC30 CNP, 100% saturating CNP; P20594; 370,000 compounds, 0.11% hits;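 active = activation at 10 µM reaching about 35% in either raw or pattern-adjusted values, limit read from the data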
GAA850 FXN act: frataxin GAA850 promoter activation | activation, % at 6 µM | 360,000 compounds, 0.56% hits | HEK293 lucGAA850 FXN promoter luciferase reporter, 24 h; percent of 10 µM SAHA response;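 active = activation above the average of all compounds screened plus 3 SD, cutoff fixed separately per campaign, cut at about 7.5% in these data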;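 also: 0% = DMSO wells and 100% = 10 µM SAHA wells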
SMARCA2 act: increases SMARCA2 function in MMTV reporter cells; activation, % at 9.1 µM; MG213 cells, MMTV-luciferase reporter, dexamethasone, overnight; 370,000 compounds, 1% hits; in the data active = activation above about 7.8%;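 also: 0% = vehicle wells and 100% = reference activator wells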
NPR1 activator: GC-A (human) enzyme activation. HEK293 GC-A cells, cGMP TR-FRET, EC30 ANP; 0% at EC30 ANP, 100% saturating ANP. P16066. activation, % at 10 µM. 370,000 compounds, 0.14% hits; in the data active = activation above about 40%
DAX1 inh-1: inhibitors of DAX1 repression of SF-1 activated StAR promoter; AID 652010; inhibition, % at 6.8 µM; HEK293T StAR-luciferase reporter, SF-1/DAX-1 repression relief; 370,000 compounds, 1.1% hits;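 active = inhibition above the mean over all tested compounds plus 3 SD, cut at about 3.6% in these data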;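 also: 0% = DAX-1 cells with DMSO and 100% = cells lacking DAX-1 with DMSO; higher inhibition means more luminescence from relief of DAX-1 repression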
ssDAF-12 act: activators of S. stercoralis DAF-12 nuclear receptor; HEK293 ssDAF-12/GRIP1 lit1-tk-luc reporter, luminescence; % of 3 µM dafachronic acid response; activation, % at 6.8 µM; 370,000 compounds, 1% hits; AID 652126;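 active = activation above the mean over all tested compounds plus 3 SD, cut at about 0.9% in these data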;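 also: 0% = DMSO-only wells and 100% = 3 µM delta7-dafachronic acid wells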
ADAM10 inh: ADAM10 inhibition, QFRET primary screen. recombinant ADAM10, EDANS/DABCYL FRET peptide cleavage, 3 h. inhibition, % at 7 µM. AID 720582. 370,000 compounds, 0.62% hits;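 active = inhibition above a per-campaign cutoff equal to the mean of compounds falling between control-based bounds plus 3 SD, cut at about 20% in these data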;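 also: 0% = DMSO wells while the 100% control is not disclosed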
Target sequence (O14672 214-748 limits assumed): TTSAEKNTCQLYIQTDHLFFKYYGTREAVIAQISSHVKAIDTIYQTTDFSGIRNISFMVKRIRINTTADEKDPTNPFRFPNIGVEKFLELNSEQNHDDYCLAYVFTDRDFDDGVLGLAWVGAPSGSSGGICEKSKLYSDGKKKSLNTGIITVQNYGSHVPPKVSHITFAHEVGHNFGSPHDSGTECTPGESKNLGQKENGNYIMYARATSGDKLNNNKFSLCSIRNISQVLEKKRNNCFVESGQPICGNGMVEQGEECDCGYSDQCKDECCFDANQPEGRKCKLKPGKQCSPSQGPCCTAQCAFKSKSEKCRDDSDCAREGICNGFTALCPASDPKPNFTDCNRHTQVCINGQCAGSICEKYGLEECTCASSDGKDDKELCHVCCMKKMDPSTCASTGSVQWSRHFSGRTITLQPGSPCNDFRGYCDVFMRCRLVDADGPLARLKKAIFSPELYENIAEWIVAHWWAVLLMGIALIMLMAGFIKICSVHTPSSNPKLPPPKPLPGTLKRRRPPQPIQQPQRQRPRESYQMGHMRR
HGIII-sPLA2 inh: Inhibits HGIII-sPLA2 liposome hydrolysis, primary screen. Q9NZ20. QFRET BODIPY PC-A2 liposome hydrolysis, fluorescence. inhibition, % at 12.2 µM. 370,000 compounds, 0.56% hits;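 active = inhibition above mean plus 3 SD of compounds lying within the high and low control bounds, cut at about 19% in these data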;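 also: 0% = median of test compound wells and 100% = no enzyme DMSO wells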
Target sequence (Q9NZ20 whole entry, looked up): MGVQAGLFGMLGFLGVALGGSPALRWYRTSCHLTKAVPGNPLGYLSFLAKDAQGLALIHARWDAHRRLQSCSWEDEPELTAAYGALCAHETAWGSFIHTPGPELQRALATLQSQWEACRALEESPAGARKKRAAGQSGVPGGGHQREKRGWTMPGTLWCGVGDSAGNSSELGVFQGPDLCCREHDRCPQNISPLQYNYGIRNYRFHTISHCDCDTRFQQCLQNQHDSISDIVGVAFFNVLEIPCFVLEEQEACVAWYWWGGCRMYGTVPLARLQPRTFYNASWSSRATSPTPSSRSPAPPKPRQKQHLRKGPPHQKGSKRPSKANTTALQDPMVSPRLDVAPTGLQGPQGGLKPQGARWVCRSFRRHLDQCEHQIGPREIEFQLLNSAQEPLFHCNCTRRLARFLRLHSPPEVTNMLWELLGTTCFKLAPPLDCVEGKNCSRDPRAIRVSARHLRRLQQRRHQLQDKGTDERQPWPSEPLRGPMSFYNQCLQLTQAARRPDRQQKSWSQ
DAX1 inh-2: inhibits human nuclear receptor DAX1; HEK293 Gal4-DAX1 luciferase reporter, luminescence; inhibition, % at 6.75 µM; 340,000 compounds, 0.99% hits; AID 504766;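 active = inhibition above the mean over all tested compounds plus 3 SD, cut at about 4.2% in these data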;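 also: 0% = DAX1-transfected cells with DMSO and 100% = empty-vector control cells with DMSO; inhibition shows as a rise in luminescence from relieved DAX1 repression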
hcDAF-12 act: activates DAF-12 receptor from parasite H. contortus | HEK293 hcDAF-12 lit1-tk-luc reporter, luminescence; 0% DMSO, 100% Δ7-dafachronic acid | 370,000 compounds, 1.4% hits | activation, % at 6.8 µM | AID 652067;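 active = activation above the mean of all tested compounds plus 3 SD, cut at about 5.5% in these data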;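 also: 100% = response to 3 µM Δ7-dafachronic acid high control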
hgDAF12 agonist: hgDAF-12 agonism, primary luciferase screen; 370,000 compounds, 1.8% hits; HEK293 GAL4-hgDAF12 UAS-luciferase reporter, agonist luminescence; normalized to butyrate control; activation, % at 6.8 µM;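 active = activation above a cutoff set at the mean of all screened compounds plus 3 SD, cut at about 10% in these data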;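 also: 0% = DMSO wells and 100% = sodium butyrate wells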
Numbers without * were called inactive; · = no result given.

SMILES	NPR2 activator	GAA850 FXN act	SMARCA2 act	NPR1 activator	DAX1 inh-1	ssDAF-12 act	ADAM10 inh	HGIII-sPLA2 inh	DAX1 inh-2	hcDAF-12 act	hgDAF12 agonist
O=C1/C(=C\Nc2ccc(Cl)cc2)CCN1c1ncccn1	-5	3.8	5	-3	1.2	-0.2	-11	-10	1.8	0.8	3.1
CC(C)CNC(C(=O)Nc1ccc([N+](=O)[O-])cc1Br)c1ccccc1 (stereo not given)	0	3.8	0	-4	1.7	-1.2	6	2	1.6	-0.2	-0.3
C[C@H]1[C@@H](N(C)C)CC[C@@]23CCCN2C(=O)CCC[C@@H]13	-7	·	·	0	·	-1.5	-3	2	·	5.0	-3.2
CC(CN1CCN(C)CC1)OC(=O)c1ccc(Cl)cc1Cl (stereo not given)	-2	4.8	0	1	0.9	-1.2	3	-1	0.6	-0.7	1.6
NS(=O)(=O)c1ccc(NC(=S)NNC(=O)c2ccc(Br)o2)cc1	1	1.2	-2	0	-0.8	-1.0	-9	12	0.3	0.2	0.4
Cc1nc([N+](=O)[O-])cn1C(C)C	0	1.3	-1	0	-0.4	-1.9	2	1	2.5	1.0	0.1
CCn1cc(C(=O)NCc2ccccn2)c(=O)c2cc(F)c(N3CCN(C)CC3)cc21	1	0.7	-1	0	-0.4	-0.9	-55	-3	-0.1	-1.0	2.2
CCOC(=O)C1=C(C)N(Cc2ccc(C(=O)O)cc2)C(=O)NC1c1ccc([N+](=O)[O-])cc1 (stereo not given)	4	-0.1	1	-2	0.0	-1.4	-5	7	2.3	-0.3	-0.8
O=C1CSC(=S)N1Cc1cccnc1	-1	-3.1	1	4	0.5	-0.9	-2	-9	0.4	-0.8	0.0
O=C(COc1cc2oc(=O)c3c(c2cc1Cl)CCC3)Nc1ccccn1	-11	0.8	-1	-3	0.3	-1.0	-17	0	-0.2	0.7	-0.9
CCCCn1c(NC(=O)c2ccccc2)nc2ccccc21	6	1.4	1	0	-1.5	-1.6	3	6	-0.1	1.4	2.9
COc1ccnc(Oc2ccc(F)cc2)c1C(=O)N/C=N/OCc1c(Cl)cccc1Cl	1	-1.0	-2	-1	-0.5	-1.1	4	-3	-0.5	-0.5	-0.1
COc1cccc(Oc2ccc(S(=O)(=O)N3CCCC3)cc2[N+](=O)[O-])c1	1	0.1	-5	1	-0.3	-1.3	18	5	-0.9	-1.0	0.7
O=C(NNc1ccc(Cl)cc1)c1c(F)cccc1Cl	-2	1.3	-5	4	-0.6	-1.4	5	18	1.7	-0.5	0.0
COc1ccc(N2CCN(C(=O)CSc3nnc(-c4ccco4)n3C)CC2)cc1	2	·	2	2	-1.4	-1.0	-2	3	·	-1.4	1.5
COc1ccc([C@@H]2C[C@H](c3ccccc3)Oc3cc(C)cc(C)c32)cc1	-4	-1.0	1	-4	-0.2	-1.1	1	5	0.8	-0.8	0.5
COCC(=O)Nc1cc(C)cn(Cc2ccc(F)cc2)c1=O	3	0.0	-1	3	0.2	-1.1	-5	6	1.1	-1.3	-0.6
Cc1cc(C)c(C)c(S(=O)(=O)NC(C(=O)O)C(C)C)c1C (stereo not given)	2	0.7	-4	1	0.5	-1.0	4	7	1.9	1.9	2.0
O=[N+]([O-])c1ccc(Oc2cccnc2)nc1	2	0.6	-5	-1	-0.6	-1.0	2	4	1.9	-0.7	-2.1
Fc1ccc(-c2ccc3c(c2)C2CC3CCN2)cc1 (stereo not given)	-4	-2.2	-5	0	0.6	-0.9	-10	3	-0.9	-0.9	1.4
O=C(C[C@@H]1C/C=C\CCCC(=O)OC[C@@H](c2ccccc2)NC1=O)NCCO	3	0.0	2	0	0.1	-0.6	3	6	0.8	-0.6	1.8
COc1ccccc1CC(NC(C)=O)C(=O)NC1CCN(C(=O)c2ccc(C)cc2)CC1 (stereo not given)	7	1.6	-2	-12	-0.3	-1.3	0	0	0.1	-0.1	-1.1
COc1ccc(S[C@]2(C(=O)N3CCN(C(C)=O)CC3)CC(=O)N(C(=O)CCc3ccccc3)[C@@H]2c2ccc(OC)cc2)cc1	2	·	-6	-2	-0.9	-2.0	19	-19	·	2.9	2.7
C[C@H](CO)N1C[C@H](C)[C@@H](CN(C)S(C)(=O)=O)Oc2ccc(NC(=O)c3ccncc3)cc2C1=O	5	0.6	1	0	-0.3	-1.4	10	4	1.5	-0.7	-0.8
CCc1nc(SCC(=O)NNC(=O)c2ccc(OC)cc2)c2ccccc2n1	-5	2.0	-2	3	-0.3	-0.4	-7	0	-0.2	0.5	-0.9
Going on with the list.
SMILES	NPR2 activator	GAA850 FXN act	SMARCA2 act	NPR1 activator	DAX1 inh-1	ssDAF-12 act	ADAM10 inh	HGIII-sPLA2 inh	DAX1 inh-2	hcDAF-12 act	hgDAF12 agonist
O=C(Nc1ccccc1Cl)c1ccc2nsnc2c1	-2	5.3	5	4	2.6	0.3	3	-7	0.5	2.4	13*
O=C(CSc1nnc2ccc(-c3ccccn3)nn12)Nc1ccccc1F	-2	1.7	4	4	-0.3	-1.1	5	7	1.4	-0.6	0.1
C/C(=N\NC(=O)c1c(Cl)cnn1C)c1cccc(NC(=O)COc2ccccc2)c1	3	5.0	3	1	1.1	-0.8	-1	-4	1.0	2.6	4.5
COc1ccc(NS(=O)(=O)c2cccc(C(=O)NCCc3ccc(S(N)(=O)=O)cc3)c2)cc1	0	-0.2	-1	2	0.6	-0.8	-2	-4	3.2	-0.4	1.1
CC(=O)NCCc1ccc(O)cc1	-3	1.3	3	5	0.8	-0.8	-9	4	2.6	0.8	-0.1
COc1cc(C(=O)Nc2c(C(=O)O)[nH]c3ccc(C)cc23)cc(OC)c1OC	6	0.7	-2	-7	-0.2	0.3	1	-14	1.9	6.1*	4.8
CN(CCO)c1cccc2c1S(=O)(=O)N(Cc1cn(Cc3cccc(F)c3)nn1)Cc1ccccc1O2	-1	·	3	1	-0.4	-1.0	-13	5	·	-3.0	-0.6
COC(=O)CCCC[C@@H]1O[C@H](CCc2ccccc2)Cc2[nH]c(=S)[nH]c(=O)c21	-10	·	-3	-10	0.2	-0.7	-3	1	·	-1.0	-1.3
COc1ccc([N+](=O)[O-])cc1NC(=O)c1ccccc1N(C)S(C)(=O)=O	-2	-0.9	3	3	-0.4	-1.1	10	7	0.4	0.5	2.2
Cc1ccc(OC(=O)CCC(=O)Nc2ccc(S(=O)(=O)Nc3cc(C)on3)cc2)cc1	-3	-4.4	1	-1	0.5	-0.6	-5	-1	0.6	-1.4	2.0
Cc1ccc(S(=O)(=O)N2CCN(C(=O)CN3C(=O)c4ccc([N+](=O)[O-])cc4C3=O)CC2)cc1C	2	-0.1	-3	0	-0.2	-1.0	-8	6	0.6	-1.3	1.4
O=C(CN1C(=O)CCC1=O)Nc1ccc2c3c(cccc13)CC2	1	0.5	-1	4	-0.3	-1.3	-32	9	0.6	1.1	1.2
O=C(Nc1ccncc1)Nc1ccc(F)c(Cl)c1	-6	0.8	-3	-10	-0.8	-1.3	-1	-15	3.7	-1.5	3.5
Cc1ccc(-c2nn(-c3ccccc3)cc2NC(=O)CCl)cc1	-7	-0.9	3	1	-2.5	-2.3	6	-3	-1.2	-2.1	-1.6
CCc1ccc(NC(=O)Cn2c(=O)c3cccn3c3ccccc32)cc1	-2	1.6	3	4	0.1	-0.1	-5	-2	0.2	-0.4	2.7
CN(CCCCCCN(C)Cc1ccccc1O)Cc1ccccc1O	2	-0.7	1	1	0.1	-0.7	0	-4	-2.0	-0.6	-0.7
COc1ccccc1CC(=O)N1CCN(c2ccccc2F)CC1	-1	-2.3	-1	-1	-0.5	-1.8	-5	-4	0.4	-3.2	-4.0
Nn1cc(-c2ccccc2)nc1SCC(=O)NCC1CCCO1 (stereo not given)	0	3.1	4	2	1.7	-1.2	2	3	-1.2	0.6	-0.6
CCC(=O)N1CCN(c2cc(N3CCN(C)CC3)c(F)cc2[N+](=O)[O-])CC1	-2	-0.1	-6	-1	-0.6	-1.3	-8	18	0.0	-1.0	-1.5
CCCCSc1n[nH]c(=S)c2nc[nH]c12	-2	3.4	-1	1	-0.2	-1.1	1	6	2.2	-0.9	0.4
Cc1ccc(C2/C(=C(\O)c3ccc4c(c3)OCCO4)C(=O)C(=O)N2Cc2cccnc2)cc1 (stereo not given)	4	0.2	1	13	-0.1	-0.9	0	5	0.6	1.9	-0.8
CCCCCCCCN1C(=O)[C@H](CC(=O)NCCCN2CCCC2=O)C[C@@]2(C(=O)OCC)CCCC=C12	4	·	-6	2	-2.1	-0.9	-4	-3	·	-1.8	-3.8
COc1cccc(CN(CC(=O)NCc2ccccc2)S(=O)(=O)CCl)c1	2	-1.2	-1	0	-0.7	-1.6	6	1	-0.1	-0.9	-0.5
COc1cccc(CNC(=O)c2ccccc2SCC(=O)N2CCCC2)c1	4	1.4	-4	2	0.1	-1.1	5	-1	-2.3	-1.4	-1.2
C1=CC2c3ccccc3NC(c3ccncc3)C2C1 (stereo not given)	-7	-2.4	-2	-9	-0.1	-1.8	-11	-5	-0.4	0.2	-1.7

hcDAF-12 act: entries above that show a hit.
| SMILES | NPR2 activator | SMARCA2 act | NPR1 activator | DAX1 inh-1 | ssDAF-12 act | ADAM10 inh | HGIII-sPLA2 inh | DAX1 inh-2 | hcDAF-12 act |
| --- | --- | --- | --- | --- | --- | --- | --- | --- | --- |
| COc1cc(C(=O)Nc2c(C(=O)O)[nH]c3ccc(C)cc23)cc(OC)c1OC | 6 | -2 | -7 | -0.2 | 0.3 | 1 | -14 | 1.9 | 6.1* |

(list continues)
SMILES	NPR2 activator	GAA850 FXN act	SMARCA2 act	NPR1 activator	DAX1 inh-1	ssDAF-12 act	ADAM10 inh	HGIII-sPLA2 inh	DAX1 inh-2	hcDAF-12 act	hgDAF12 agonist
CCOC(=O)c1cnc(SCC(=O)OC)nc1N	-5	0.4	0	-1	0.4	-1.2	2	2	-0.7	0.4	2.0
O=C(NCc1ccco1)C1CC(c2cc(C(F)(F)F)cc(C(F)(F)F)c2)=NO1 (stereo not given)	-9	-2.6	0	-6	-1.3	-1.4	-7	-1	-1.0	-2.2	1.6
Cc1cc(C)n2nc(SCC(=O)N3CCOCC3)nc2n1	5	2.0	0	-4	0.8	-1.9	-3	3	0.1	-1.1	0.4
COc1ccc(N(C(=O)CCC(=O)Nc2cc(C)on2)C(C(=O)NC2CCCC2)c2ccco2)cc1 (stereo not given)	0	1.7	-2	-8	0.0	-0.5	-3	-5	-0.1	-0.9	1.6
CCS(=O)(=O)c1ccc2oc(SCC(=O)Nc3ccc(OC)c(OC)c3)nc2c1	-2	2.5	0	0	-0.3	-1.1	-4	0	-1.5	-1.6	-1.6
COc1ccc(C(C)=O)cc1CN1C(=O)NC(CC(C)C)C1=O (stereo not given)	-1	0.3	1	1	0.3	-1.6	-3	-1	4.4*	-0.6	-1.8
CN(C)c1ccc(S(=O)(=O)N2CCCCC2)cc1NC(=O)CCNC(=O)c1ccc(Cl)cc1	2	2.3	-2	5	1.0	-0.7	8	-14	-0.1	0.8	-2.6
Cc1ccc(-c2noc(CNC(=O)c3ccc4c(c3)OCO4)n2)cc1	1	0.9	-2	-2	0.3	-1.0	16	-9	-0.6	-0.5	0.7
CCOc1cccc(SCc2noc(C(=O)NCCOC)c2C(=O)O)c1	6	1.6	0	0	-0.8	-1.3	-8	9	0.4	-0.4	-1.3
